Screening data deposited in PubChem BioAssay by several laboratories.
Hep lipid drop = inhibitors of hepatocyte lipid droplet formation, primary screen, imaging, high-throughput imaging, BODIPY stain; AML12 mouse hepatocytes, oleate lipid droplets; inhibition, % at 6.5 µM; hit rate 0.4% among 240,000; AID 1656, 2009;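 active means lipid droplet intensity inhibited by at least 50%, with more than 500 cells counted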
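Test system: AML12 mouse liver cells; schedule: overnight exposure; technique: high-content imaging of BODIPY-stained droplets and DAPI nuclei; read-out: % inhibition of corrected integrated BODIPY droplet signal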
K1F lysis inhibition = inhibition of K1F phage lysis, E. coli UTI89, bacterial capsule biogenesis inhibitors, alamar blue (AID 488966); hit rate 0.02% among 340,000; inhibition, % at 100 µM, or IC50 in µM where a hit was titrated; E. coli UTI89 K1F phage lysis, alamar blue, 2 h; higher % means a stronger effect;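 active means phage lysis inhibition, versus mean bacterial control, above a set limit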;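 further: capsule biogenesis inhibitors block K1F phage lysis so surviving cells raise fluorescence; higher fluorescence means more inhibition of phage lysis; actives were called in the ten point dose series up to 300 µM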
XIAP displacement = XIAP antagonists, biochemical, IAP family, fluorescence polarization (AID 1018); XIAP BIR domain, fluorescence polarization peptide displacement; higher % means a stronger effect; displacement, % at 20 µM; hits with a dose series show IC50 in µM; hit rate 0.007% among 200,000; in the data active means displacement above about 50%; further: a part of the inactive calls stands beside numbers as strong as those of hits
human PMI inhibition = inhibitors of human PMI, primary screen, biochemical, fluorescence intensity, coupled assay (AID 1209). Mannose-6-phosphate isomerase (Homo sapiens). purified PMI enzyme, coupled fluorescence intensity; higher % means a stronger effect. one-dose inhibition, % at 20 µM; IC50 in µM for titrated hits. hit rate 0.42% among 190,000;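 further: plate controls were DMSO vehicle for no effect and wells lacking substrate for full effect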
TNAP activation fold = human TNAP enzyme activators, primary screen, biochemical, luminescent, no phosphate acceptor, uHTS (AID 1001); Alkaline phosphatase, tissue-nonspecific isozyme (Homo sapiens); purified TNAP, luminescent activation assay, no phosphate acceptor; higher activation fold means a stronger effect; one-dose activation fold at 20 µM; EC50 in µM for titrated hits; hit rate 0.03% among 200,000; in the data active means activation fold from about 3, or a potency from the dose series; inactive means the rest, 99 in 100 with activation fold below about 1.6; further: many of its hits are not listed in these tables
P. falciparum M1AAP = P. falciparum M1AAP inhibitors, biochemical, fluorogenic H-Leu-NHMec substrate, 1536-well (AID 1445) | Aminopeptidase N (Plasmodium falciparum (isolate 3D7)) | recombinant M1AAP, H-Leu-NHMec fluorogenic kinetic assay; higher % means a stronger effect | one-dose inhibition, % at 30 µM; IC50 in µM for titrated hits | hit rate 0.42% among 220,000;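 active means primary inhibition above the hit cutoff, then over 50% inhibition at one or more dose response concentrations, cut at about 23% in these data, passing the limit was not always enough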;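 further: plate controls were DMSO full reaction for no effect and no enzyme background for full effect; strong numbers were not always called active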
M17LAP inhibition = P. falciparum M17LAP inhibitors, primary screen, biochemical, fluorogenic H-Leu-NHMec substrate, 1536-well (AID 1619) | Leucine aminopeptidase (Plasmodium falciparum (isolate 3D7)) | recombinant M17LAP, H-Leu-NHMec fluorogenic kinetic assay; higher % means a stronger effect | inhibition, % at 30 µM, or IC50 in µM where a hit was titrated | hit rate 0.38% among 220,000;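 active means compound inhibiting the enzyme by more than half at any dose during confirmatory dose-response retesting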;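 further: plate controls were full reaction with DMSO carrier for no effect and no enzyme background for full effect; strong numbers were not always called active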
human PMI inhibitors = human PMI inhibitors, high substrate, primary screen, biochemical, fluorescence intensity, high mannose 6-phosphate (AID 1220); inhibition, % at 20 µM, or IC50 in µM where a hit was titrated; recombinant PMI enzyme, coupled fluorescence intensity; higher % means a stronger effect; hit rate 0.66% among 190,000
Siah-1 displacement = Siah-1 peptide-binding antagonists, primary screen, biochemical, fluorescence polarization, rhodamine-plectin, uHTS (AID 1817); E3 ubiquitin-protein ligase SIAH1 (Homo sapiens); Siah-1 / rhodamine-plectin peptide fluorescence polarization; higher % means a stronger effect; displacement, % at 20 µM, or IC50 in µM where a hit was titrated; hit rate 0.02% among 290,000;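 active means displacement of at least 50% at 20 µM, with a fluorescence ratio check between 0.3 and a set limit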;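 further: plate controls were Siah plus tracer with DMSO for no effect and tracer alone without Siah for full effect; strong numbers were not always called active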
Hep lipid drop cells 6.5 µM = further read-out of Hep lipid drop, marked with its call; cell count; measured here: cell count, cytotoxicity flag;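 cells counted across two imaged fields per well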
The depositor's hits bear a star; x = no result given; [ ] = another dose, or the depositor's remark. Unless noted, no stated cut-off is given here; in the data, active means inhibition above about 50%; inactive means the rest.

SMILES | Hep lipid drop | Hep lipid drop cells 6.5 µM | K1F lysis inhibition | XIAP displacement | human PMI inhibition | TNAP activation fold | P. falciparum M1AAP | M17LAP inhibition | human PMI inhibitors | Siah-1 displacement
COc1cccc(C2=NOC(C(=O)Nc3cccnc3)C2)c1 (stereo not given) | x | x | 0.8% | 0.9% | -6% | 1 | -3% | 8% | 2% | -3%
O=C(NCc1ccccc1F)c1ccc(S(=O)(=O)Nc2cccc(C(F)(F)F)c2)cc1 | -24 | 679 | 2.4% | -15% | 11% | 0.8 | 7% | 18% | -6% | -3%
Cc1ccc(C(=O)Nc2cccc(C(=O)O)c2)cc1S(=O)(=O)N1CCCCC1 | x | x | 0.1% | -8.5% | -4% | 1.1 | -1% | -18% | -5% | 0%
O=C1CN2NC(=S)N(c3ccccc3)C2=CN1c1ccc(Cl)cc1 | 6 | 722 | 0.7% | -1.5% | -3% | 1.1 | -3% | 0% | -1% | 19%
CNC(=O)C(Sc1nc(C)nc2c1oc1ccccc12)C(C)=O (stereo not given) | x | x | -2.0% | -0.1% | -6% | 1.1 | 1% | 29% | -7% | -9%
CCCn1c(SCC(=O)Nc2cc(Cl)ccc2OC)n[nH]c1=O | 22 | 850 | -0.2% | 38% | 12% | 1 | 4% | -13% | 2% | -6%
COc1ccc(NC(=O)CSc2ccccn2)c([N+](=O)[O-])c1 | 31 | 664 | x | x | x | x | 0% | 4% | x | 2%
S=C(c1ccccc1)N1CCCc2ccccc21 | 24 | 737 | -0.8%[50 µM] | 1.8% | 3% | 1.1 | 8% | 8% | 2% | -8%
O=C(Cc1c(Cl)cccc1Cl)Nc1cccc(S(=O)(=O)N2CCOCC2)c1 | 0 | 746 | 0.5% | -3.4% | -3% | 1.1 | 0% | 2% | -4% | 15%
Cc1[nH]c(C(=O)N/N=C/c2ccc(N(C)C)cc2)c(C)c1C(=O)N/N=C/c1ccc(N(C)C)cc1 | -7 | 661 | 0.3% | -2.3% | -2% | 1.2 | 21% | -4% | 10% | -1%
Cc1cccc(-n2c(C)cc(C=C3C(=O)c4ccccc4C3=O)c2C)c1 | x | x | 2.2% | -4.5% | 0% | 0.9 | 14% | -12% | -19% | -2%
COC(=O)c1cn(-c2ccccc2)nc1-c1ccc(OC)cc1 | 10 | 696 | 0.0% | -8.4% | 2% | 1 | 5% | -7% | -4% | -4%
Cc1cc(C(=O)CCl)c(C)n1-c1ccon1 | 13 | 671 | -1.7% | -4.7% | -17% | 1.1 | 5% | 0% | -11% | -2%
CCOC(=O)C1=NN(N=O)C2(CC(=O)N(c3cc(C)cc(C)c3)C2=O)C1 (stereo not given) | 0 | 737 | 0.2% | -2.6% | -71% | 1.1 | 2% | 6% | -116% | -4%
CC(=O)c1c(NCCc2ccccc2)nc(=S)n(-c2ccccc2)c1C | 0 | 711 | 0.1% | -6.5% | 19% | 1 | -3% | 22% | 45% | 0%
O=C(CSc1nnc(CNC(=O)c2ccco2)o1)Nc1ccccc1 | -4 | 698 | 0.2% | -6.9% | -5% | 0.8 | 1% | 21% | -8% | 1%
C=CCNc1sc(C(=O)c2cccs2)c(N)c1C#N | -3 | 747 | 0.0% | -3.0% | -5% | 1.1 | 12% | 2% | -4% | -3%
Cc1cc(C)nc(N/C(=N\S(=O)(=O)Cc2ccccc2)Nc2ccccc2Br)n1 | -11 | 724 | 0.2% | -9.9% | 5% | 1.1 | -4% | 5% | 8% | 6%
C[C@H](NC(=O)c1nc[nH]c1C(=O)NCc1ccccc1)C(=O)OC(C)(C)C | -3 | 696 | 1.6% | -7.5% | 1% | 1.1 | 4% | 2% | 0% | 4%
CCN(CC)C(=O)Cn1cnc2sc(C(=O)N3CCN(c4ccc(OC)cc4)CC3)c(C)c2c1=O | -2 | 778 | 0.3% | -0.8% | 1% | 1.1 | -4% | -9% | 4% | -2%
O=C(/C=C/c1ccco1)N(Cc1ccc(F)cc1)C1CCS(=O)(=O)C1 (stereo not given) | 0 | 706 | 0.5% | x | x | x | 3% | 5% | x | 3%
O=C(O)CCC(NC(=O)c1cncc(O)c1)C(=O)O (stereo not given) | 15 | 761 | 0.1% | -2.6% | 2% | 1 | 2% | 5% | -3% | 2%
Cc1nnnn1/C(=C\c1ccccc1)C(=O)OCC(=O)N(C)C1CCS(=O)(=O)C1 (stereo not given) | 16 | 709 | -1.1% | -1.5% | -8% | 1.1 | 1% | 0% | 1% | -3%
COc1cc(-c2c(C#N)c(N)nc3c2CCCC3)cc(OC)c1OC | -16 | 697 | 0.1% | -7.4% | 4% | 1.1 | 0% | -6% | 1% | 7%
COC(=O)C(NC(=O)c1ccc(F)cc1)(Nc1nc(C)cs1)C(F)(F)F (stereo not given) | -3 | 685 | 1.4% | 0.4% | -10% | 1.1 | -3% | 11% | -28% | -1%
COc1cc2c(cc1OC)C1(CCCC1)CNC2c1cccc([N+](=O)[O-])c1 (stereo not given) | 0 | 704 | 1.0% | -4.2% | 6% | 1 | -1% | -10% | 2% | -5%
Cc1cccc(/N=C/C2=C(O)CC(C)(C)CC2=O)n1 | 23 | 745 | -1.3% | x | x | x | 11% | 25% | x | 1%
Cc1ccc2nc(SCc3cccc([N+](=O)[O-])c3)nc(C)c2c1 | x | x | 0.2% | -4.7% | 17% | 1.1 | 1% | -7% | 17% | -2%
C=CCn1c(Sc2ccccc2)nc2c1c(=O)[nH]c(=O)n2C | 10 | 745 | 0.1% | -6.4% | -7% | 1.1 | 6% | -16% | -4% | 2%
COc1ccc(F)cc1S(=O)(=O)Nc1cccc(C(=O)O)c1 | 0 | 659 | 3.3% | 2.1% | -11% | 1.1 | 3% | -10% | -11% | 1%
O=C(O)c1ccccc1-c1ccccc1C(=O)NNc1ccc([N+](=O)[O-])cc1 | 2 | 642 | 0.3% | x | x | x | -2% | 27% | x | -4%
CC1(C)Cc2nc3[nH]c(=S)[nH]c(=O)c3cc2CO1 | x | x | 0.4% | x | x | x | 7% | 18% | x | 4%
CC1=CC(C)(C)[N+](C)=CN1c1ccccc1 | -2 | 752 | 1.2%[50 µM] | -0.9% | -6% | 1.1 | 2% | 4% | -12% | 15%
O=C(Nc1ccc(-c2nc3cc(NC(=O)c4cccs4)ccc3o2)cc1)c1cccs1 | x | x | 1.3% | -6.2% | -2% | 1.1 | 0% | -13% | -8% | -2%
COc1cc(C2c3c(oc4ccccc4c3=O)C(=O)N2c2nccs2)ccc1O (stereo not given) | -3 | 685 | 0.7%[50 µM] | x | x | x | 1% | 3% | x | 0%
O=C(NCc1cccnc1)C(=O)NCC1OCCCN1S(=O)(=O)c1ccccc1 (stereo not given) | 13 | 522 | 3.6% | -2.6% | 14% | 1.2 | -1% | 19% | -5% | 7%
COC(=O)c1cc(COc2ccc3c4c(c(=O)oc3c2)CCC4)c(C)o1 | 26 | 782 | x | -3.4% | 1% | 1.1 | -1% | -6% | 1% | -2%
Cc1cc(C)c2cc(C#N)c(NCCOC(=O)c3ccccc3C)nc2c1 | x | x | 0.8% | -2.3% | 4% | 1.1 | -3% | -4% | -6% | 1%
C/C(=N\Nc1nc(-c2ccccc2)cs1)c1cccs1 | 52* | 659* | 0.1% | -5.1% | -62% | 1.1 | 8% | -3% | -118% | 5%
CC(=O)C1(C)OC(N)=C(C#N)C(c2ccccc2)C1(C#N)C#N (stereo not given) | -4 | 782 | -0.9% | 2.1% | -22% | 1.1 | 7% | -3% | -47% | 2%
CCOC(=O)N/N=C\c1ccc(OC(=O)c2ccco2)cc1 | 3 | 679 | 0.2% | -12% | -6% | 1.1 | 8% | 6% | 10% | 9%
CCN(Cc1cnn(C)c1)Cc1nc(C(c2ccccc2)c2ccccc2)no1 | -4 | 715 | -0.8%[50 µM] | -3.6% | 14% | 1.1 | 8% | -3% | 11% | -6%
Cn1c(=O)c2c(ncn2Cc2cccc(Cl)c2)n(C)c1=O | x | x | 2.4% | -6.8% | 0% | 1 | 6% | 16% | -3% | -5%
OCCC1CN(Cc2cccc3nccnc23)CCN1Cc1ccc(F)c(F)c1 (stereo not given) | -5 | 706 | 0.2% | -1.3% | 0% | 1 | 5% | 4% | -2% | 6%
Cc1cc(C)nc(SCC(=O)N/N=C/c2cccn2-c2ccc(O)cc2)n1 | 12 | 840 | 0.0% | -2.4% | 22% | 1.1 | 9% | 34% | 12% | -2%
C=CCn1c(CCNC(=O)c2cccs2)n[nH]c1=S | 15 | 712 | 1.4%[50 µM] | -1.9% | 7% | 1 | -3% | -10% | 6% | -2%
COc1ccc(OC)c(NC(=O)CS(=O)(=O)Cc2nc(-c3ccccc3C)oc2C)c1 | -14 | 532 | -1.6% | -4.0% | 30% | 1.1 | 11% | 0% | 22% | -4%
CCOC(=O)N1CCN(C(=O)c2ccccc2NC(=O)c2ccc(C(C)(C)C)cc2)CC1 | -13 | 653 | -0.3% | -1.4% | 9% | 1 | 1% | 0% | 8% | 6%

Shown with values under each structure: entries from further up
Fields: Hep lipid drop, Hep lipid drop cells 6.5 µM, K1F lysis inhibition, XIAP displacement, human PMI inhibition, TNAP activation fold, P. falciparum M1AAP, M17LAP inhibition, human PMI inhibitors, Siah-1 displacement
OCCC1CN(Cc2cccc3nccnc23)CCN1Cc1ccc(F)c(F)c1 (stereo not given)
    -5, 706, 0.2%, -1.3%, 0%, 1, 5%, 4%, -2%, 6%
Cn1c(=O)c2c(ncn2Cc2cccc(Cl)c2)n(C)c1=O
    x, x, 2.4%, -6.8%, 0%, 1, 6%, 16%, -3%, -5%
CC(=O)C1(C)OC(N)=C(C#N)C(c2ccccc2)C1(C#N)C#N (stereo not given)
    -4, 782, -0.9%, 2.1%, -22%, 1.1, 7%, -3%, -47%, 2%

Continuation.
SMILES | Hep lipid drop | Hep lipid drop cells 6.5 µM | K1F lysis inhibition | XIAP displacement | human PMI inhibition | TNAP activation fold | P. falciparum M1AAP | M17LAP inhibition | human PMI inhibitors | Siah-1 displacement
COc1ccc(C2C(C#N)=C(/N=C/N3CCN(C)CC3)OC3=C2C(=O)CC(C)(C)C3)cc1OC (stereo not given) | 6 | 739 | 1.8% | -6.0% | 9% | 1.1 | 1% | 10% | -7% | 1%
S=c1[nH]ncn1/N=C/c1ccc(N2CCOCC2)cc1 | 25 | 787 | -0.9% | -2.5% | 2% | 1.1 | 7% | 23% | -2% | 0%
CNC(=S)N/N=C/c1ccc(N2CCOCC2)s1 | -1 | 652 | 0.4% | -8.4% | 23% | 1.5 | 8% | 0% | 36% | -9%
Cc1ccc(Oc2nc(-c3ccccc3)ncc2S(=O)(=O)c2ccc(C)cc2)cc1 | -17 | 691 | 0.0% | 0.9% | -3% | 1 | 7% | -3% | -3% | 3%
COc1ccc2[nH]c(C(=O)Nc3ccc4c(c3)OCO4)cc2c1 | 4 | 663 | x | x | x | x | 6% | 4% | x | 1%
